Screening results deposited in PubChem BioAssay by several laboratories.
Insulin prom up: MIN6 insulin promoter up-regulation; MIN6 insulin promoter-GFP reporter, high-content imaging; stronger effect = higher value; z-score at 5 µM; actives 0.3% (n = 190,000);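 active = z-score above 3 at 5 µM with at least 500 cells counted in the well; inconclusive = wells under 500 cells, flagged as cytotoxic or low count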
MT stabilize HCS: microtubule stabilizers in HeLa cells; actives 0.83% (n = 200,000); HeLa tubulin immunostaining HCS, 24 h; share of cells brighter than vehicle mean+2SD; % tubulin-high responders, % at 10 µM;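 active = plate Z-score above 3 for both tubulin-high and condensed-nucleus cell shares, with cell loss under 80%, at 10 µM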;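 note: anti alpha tubulin signal scored within the nucleus-defined area of each cell; some results filed as inactive read as strong as hits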
Hep lipid drop: hepatic lipid droplet formation modulation | AML12 mouse hepatocytes, oleate lipid droplets, BODIPY imaging | inhibition, % at 6.5 µM | actives 0.4% (n = 240,000);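 active = lipid droplet intensity inhibited by at least 50%, with more than 500 cells counted; inconclusive = wells with under 300 cells, treated as cytotoxic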
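Assay system: AML12 mouse liver cells | Compound: 6.5 µM single-point dosing | Schedule: Overnight exposure | Technique: Fluorescence imaging, 20x objective, two fields per well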
human PMI inhibition: MPI enzyme activity inhibition – biochemical, fluorescence intensity, coupled assay, primary screen (AID 1209); actives 0.42% (n = 190,000); purified PMI enzyme, coupled fluorescence intensity; higher % means a stronger effect; inhibition, % at 20 µM, or IC50 in µM where a hit was titrated;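 note: plate controls were DMSO vehicle for no effect and wells lacking substrate for full effect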
T cell modulator: T cell immune modulators affecting CD8 T cell-vesicle binding; actives 0.068% (n = 330,000); 2C CD8+ T cell-vesicle binding, flow cytometry; stronger effect = lower value; calls only at 7 µM;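 active = response, share of CD8 T cells binding vesicles, and their 90th percentile fluorescence all below set limits, cut at about 80% in these data, passing the limit was not always enough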
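Assay system: 2C TCR transgenic mouse naive CD8+ T cells, MACS-purified | Read-out: CD8+ gate FL2 mean fluorescence as % of same-row positive control | Signal: High-throughput flow cytometry with anti-B7-1 and anti-CD8 staining | Timing: Binding step 1.5 h, 37 °C, antibody labelling 20 min, ice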
Autophagy HCS: modulators of autophagy; MEF GFP-LC3 puncta imaging; test concentration mostly 10 µM; calls only at 10 µM (by protocol); actives 0.98% (n = 190,000); AID 463193;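 active = percentage of spot-positive cells more than 3 SD above its plate mean, without a fluorescence outlier flag or 80% toxicity; inconclusive = no clear call, values can overlap the other calls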;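 note: spot-positive cell cutoff set from DMSO-treated cells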
PMI inhibition: MPI inhibition at elevated mannose 6-phosphate – biochemical, fluorescence intensity, high mannose 6-phosphate, primary screen (AID 1220); recombinant PMI enzyme, coupled fluorescence intensity; higher % means a stronger effect; one-dose inhibition, % at 20 µM; IC50 in µM for titrated hits; actives 0.66% (n = 190,000)
bCat nuc transl: modulators of beta-catenin nuclear translocation; nuclear translocation activity, % at 5 µM; AID 1665; HeLa beta-catenin nuclear translocation, immunofluorescence imaging; actives 0.3% (n = 190,000);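 active = nuclear translocation activity above 50% at 5 µM, with a well cell count of 50 or more; inconclusive = wells under 50 cells across six images, flagged as toxic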;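 note: per-cell ratio of nuclear to cytoplasmic median beta-catenin stain intensity; plate controls were DMSO negative control for no effect and GSK-3 inhibitor IX positive control for full effect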
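Assay system: human HeLa cells, native beta-catenin; doses: 5 µM primary, 0.02–20 µM confirmation; incubation: compound treatment 24 h, 37°C, 5% CO2; technique: fluorescence imaging of beta-catenin antibody stain plus DAPI; measure: % activation, nuclear-to-cytoplasmic median beta-catenin signal ratio per cell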
TNAP activators: human TNAP enzyme activators, primary screen, biochemical, luminescent, no phosphate acceptor, uHTS (AID 1001); purified TNAP, luminescent activation assay, no phosphate acceptor; higher activation fold means a stronger effect; activation fold at 20 µM; hits with a dose series show EC50 in µM; actives 0.03% (n = 200,000); in the data active = activation fold from about 3, or a potency from the dose series; inactive = the rest, 99 in 100 with activation fold below about 1.6; note: many of its hits are not listed in these tables
Insulin prom up cell count: recorded beside Insulin prom up, whose call it bears; cell count; measured here: cytotoxicity, nuclei count;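 total cells summed across four imaged fields per well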
Hep lipid drop cells 6.5 µM: recorded beside Hep lipid drop, whose call it bears; cell count; measured here: cell count, cytotoxicity flag;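 cells counted across two imaged fields per well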
bCat nuc transl cell count 5 µM: further read-out of bCat nuc transl, marked with its call; cell count; measured here: cell count, cytotoxicity flag
T cell modulator vesicle-bound %: second read-out of T cell modulator, no call of its own (marks repeat the call); double positive events, %; measured here: CD8+ vesicle-bound cell fraction;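 binding gate set so that unloaded-vesicle control wells show 10% double positive cells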
MT stabilize HCS Hoechst-high %: also measured in MT stabilize HCS; calls as there; % Hoechst-high responders; measured here: nuclear condensation Hoechst responders;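 share of cells brighter than vehicle mean plus two SD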
MT stabilize HCS cytotoxicity %: further read-out of MT stabilize HCS, marked with its call; toxicity, %; measured here: cytotoxicity by cell density;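 0% = mean cell density of plate MIN control wells and 100% = no cells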
Autophagy HCS cell loss 18 h: recorded beside Autophagy HCS, whose call it bears; toxicity, %; measured here: cell loss, nuclei count;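 cell loss after 18 h compound exposure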
Starred values were filed as active, the others as inactive; i = inactive; ? = inconclusive; nt = no result given. Cut-off read from the data, not from the text of the source, unless noted: active = inhibition above about 50%; inactive = the rest.

SMILES	Insulin prom up	Insulin prom up cell count	MT stabilize HCS	MT stabilize HCS Hoechst-high %	MT stabilize HCS cytotoxicity %	Hep lipid drop	Hep lipid drop cells 6.5 µM	human PMI inhibition	T cell modulator	T cell modulator vesicle-bound %	Autophagy HCS	Autophagy HCS cell loss 18 h	PMI inhibition	bCat nuc transl	bCat nuc transl cell count 5 µM	TNAP activators
COc1ccc(Sc2nc3ccccc3n3c(C(F)(F)F)nnc23)cc1	-0.51	1617	2.2	1.4	7.4	nt	nt	10%	i	30	i	1	9%	-1.4	1297	1
COc1cc(C(=S)N2CCCC2)cc(OC)c1O	1.3	853	2.0	0.9	4.6	0	763	18%	i	41	i	-9	14%	nt	nt	1.1
COC(=O)C1=C(N)Oc2cc(C)n(Cc3cccnc3)c(=O)c2C1c1ccc(OC)c(OC)c1OC (stereo not given)	0.23	1961	5.5	2.6	4.6	-1	581	7%	i	35	i	-7	11%	0.5	1117	1
O=C(COC(=O)c1ccc[nH]c1=O)NCCc1ccc(Cl)cc1Cl	-0.2	1325	nt	nt	nt	-13	756	nt	i	48	nt	nt	nt	1.1	1279	nt
CCCCN(C)C(=O)c1nc2ccccn2c1CNCCCn1ncc2ccccc21	-0.24	1080	nt	nt	nt	3	681	nt	i	36	nt	nt	nt	0.7	1290	nt
CCn1cc(C(=O)Nc2ccc(OC)c(OC)c2)c2cc(OC)c(OC)cc2c1=O	nt	nt	2.8	1.2	1.5	2	789	-2%	i	29	i	-11	-6%	-6.4	1188	1.1
Cc1nn(CC(O)COc2ccc3c(c2)CCC3)c(C)c1C (stereo not given)	-0.25	1213	4.6	0.8	70	-5	736	5%	i	59	i	-6	7%	0.1	1032	1
O=C(CN1CCCCC1)Nc1cccc(Cl)c1	-0.26	1292	4.6	0.9	3.4	22	742	-20%	i	47	i	-5	-15%	-3.1	1127	1.1
CC(=O)c1cccc(NC(=O)N2CCCC2C(=O)NCc2ccccc2)c1 (stereo not given)	0.4	1055	3.0	2.6	8.3	8	838	1%	i	55	i	-47	-2%	4.8	1035	1.1
COc1ccc(CN(C)c2nc(-c3cccnc3)nc3ccccc23)cc1OC	0.34	1209	2.1	2.7	1.2	1	683	17%	i	23	i	13	16%	-2.2	1039	1.1
CC(C)CC(=O)N1CCC(O)(CS(=O)(=O)Cc2ccc(Cl)cc2)CC1	-0.08	1585	0.6	0.9	11	nt	nt	-2%	i	37	i	11	-6%	-0.4	1360	1.1
CCCSc1nnc(NC(=O)Nc2ccccc2)s1	-0.6	1362	5.3	2.8	8.4	-11	604	6%	i	51	i	-8	-2%	-0.5	1051	1
COc1cccc(-c2cc(=O)c3cc(NC(=O)c4ccc(N(C)C)cc4)ccc3[nH]2)c1	0.57	507	4.3	18	39	-31	583	-27%	i	24	i	61	-24%	88*	65*	1.1
NC(=O)C1CCCN(S(=O)(=O)c2ccccc2)C1 (stereo not given)	0.39	1300	4.1	1.8	3.5	-2	788	14%	i	18	i	-1	1%	-1.2	1221	1.1
Cc1cccc(Nc2c3c(nc4ccccc24)CCC3)c1	-1.6	1193	nt	nt	nt	-24	688	nt	i	24	nt	nt	nt	12	1015	nt

The closing 5 compounds of the section above lead into the next.
SMILES	Insulin prom up	Insulin prom up cell count	MT stabilize HCS	MT stabilize HCS Hoechst-high %	MT stabilize HCS cytotoxicity %	Hep lipid drop	Hep lipid drop cells 6.5 µM	human PMI inhibition	T cell modulator	T cell modulator vesicle-bound %	Autophagy HCS	Autophagy HCS cell loss 18 h	PMI inhibition	bCat nuc transl	bCat nuc transl cell count 5 µM	TNAP activators
CC(C)CC(=O)N1CCC(O)(CS(=O)(=O)Cc2ccc(Cl)cc2)CC1	-0.08	1585	0.6	0.9	11	nt	nt	-2%	i	37	i	11	-6%	-0.4	1360	1.1
CCCSc1nnc(NC(=O)Nc2ccccc2)s1	-0.6	1362	5.3	2.8	8.4	-11	604	6%	i	51	i	-8	-2%	-0.5	1051	1
COc1cccc(-c2cc(=O)c3cc(NC(=O)c4ccc(N(C)C)cc4)ccc3[nH]2)c1	0.57	507	4.3	18	39	-31	583	-27%	i	24	i	61	-24%	88*	65*	1.1
NC(=O)C1CCCN(S(=O)(=O)c2ccccc2)C1 (stereo not given)	0.39	1300	4.1	1.8	3.5	-2	788	14%	i	18	i	-1	1%	-1.2	1221	1.1
Cc1cccc(Nc2c3c(nc4ccccc24)CCC3)c1	-1.6	1193	nt	nt	nt	-24	688	nt	i	24	nt	nt	nt	12	1015	nt
S=C(Nc1ccccc1)Nc1ccc(Br)cn1	-0.31	1164	2.7	1.8	7.4	0	673	0%	i	52	i	3	2%	0.6	1023	1.1
CCN(Cc1ccccc1)S(=O)(=O)c1cc(C(=O)NC2CCCCCC2)ccc1OC	0.04	1231	2.4	2.7	2.9	-30	637	-5%	i	6	i	12	-1%	-0.3	906	1.1
O=C(O)CC(NS(=O)(=O)c1c(F)cc(F)cc1Br)c1ccccc1Cl (stereo not given)	-0.94	1322	2.5	2.3	2.5	8	681	-17%	i	36	i	-5	-7%	-1.0	1140	1.1
CN(C)c1ccc(C(=O)Nc2ccc(O)c3c(=O)cc(-c4ccccc4Cl)oc23)cc1	-0.15	1064	nt	nt	nt	-14	770	nt	i	22	nt	nt	nt	0.4	1153	nt
OCCC1CN(Cc2ccc(-n3cccn3)cc2)CCN1Cc1ccccc1 (stereo not given)	-0.37	1420	2.7	2.9	3.0	6	675	-2%	i	15	i	16	-4%	-1.0	1046	1.1
NC(=O)C12CCCC(Br)(CCC1)C2	-0.06	1061	nt	nt	nt	-3	715	nt	i	38	nt	nt	nt	1.8	1339	nt
CNC(=O)Nc1cc(C(C)(C)C)no1	1.4	1453	3.8	4.0	9.5	nt	nt	9%	i	7	i	3	7%	1.9	1418	1.1
CCONC(=O)Nc1ccccc1[N+](=O)[O-]	-0.02	1494	4.7	2.0	0.1	-20	675	-4%	i	51	i	-12	-6%	-3.0	1063	1
CSc1nc(-c2ccco2)nn1S(=O)(=O)c1ccccc1	0.68	1343	1.0	2.2	8.1	-1	746	15%	i	21	i	-1	-5%	-0.5	1001	1
CCC(C)NC(=O)Cn1cnc2sc(C)cc2c1=O (stereo not given)	-0.15	1476	5.0	1.5	9.7	nt	nt	-6%	i	35	i	1	-3%	0.5	1276	1
CC(OC(=O)c1nc(-c2ccccc2)n(-c2ccccc2)n1)C(=O)Nc1cc(Cl)cc(Cl)c1 (stereo not given)	0.9	1205	5.3	2.4	7.6	4	718	10%	i	32	i	1	14%	-0.4	1131	1
O=C(CC1C(=O)NCCN1CC1CCCCC1)NC1(c2ccccc2)CC1 (stereo not given)	0.42	1469	3.7	1.4	3.4	-5	705	-2%	i	38	i	20	-1%	-5.7	1097	1
COc1ccc(C(=O)/C=C/c2ccc(OC)c(O)c2)c(F)c1	0.73	1406	7.2	6.4	17	1	716	22%	i	55	i	-53	62%*	1.0	1001	0.9
CC(C)OC(=O)Cn1nnc(-c2ccccc2)n1	-1.4	930	1.4	1.3	6.0	-1	726	-4%	i	37	i	-1	-9%	nt	nt	1.1
CCN(C(=O)c1ccc(Br)cc1)c1ccccc1	nt	nt	2.1	2.1	5.7	0	734	nt	i	6	i	-5	nt	-0.4	1600	1.1
c1csc(-c2csc(-c3cccs3)n2)c1	0.2	1269	4.4	2.0	4.6	nt	nt	-4%	i	9	i	7	4%	nt	nt	1
CC/C(O)=C1\C(=O)CC(c2ccccc2)CC1=NC(C)C (stereo not given)	0.23	1389	3.2	2.3	5.1	-12	679	0%	i	45	i	20	4%	-2.0	921	0.9
Cc1nn(Cc2ccccc2)c(Cl)c1C(=O)NCc1ccco1	0.6	1364	2.3	3.5	7.6	29	712	4%	i	2	i	-6	6%	0.1	1113	1.2
Cc1nn(Cc2ccc(Cl)c(Cl)c2)c(C)c1NC(=O)c1cc(-c2ccco2)on1	?	nt	14	10.0	19	-73	771	3%	nt	nt	i	6	-8%	1.3	986	1
CC(C)(C)OC(=O)NC(CCNC=C1C(=O)OC(C)(C)OC1=O)C(=O)O (stereo not given)	0.68	1139	3.3	1.6	6.2	7	710	0%	i	39	i	-2	-5%	-1.3	1066	1.1
CCc1nc(N[C@@H](CC(C)C)C(=O)O)c2oc3ccccc3c2n1	0.38	1608	4.1	2.0	2.4	nt	nt	5%	i	13	i	1	-1%	-1.0	1319	1.1
CCOC(=O)/C(N=Nc1sc(C(=O)OCC)c(C)c1C(=O)OCC)=C(\C)O	-0.72	1357	2.5	3.6	6.0	0	531	13%	i	50	i	-10	-4%	-0.7	1072	1

Taken from the listing for reference:
SMILES	Insulin prom up	Insulin prom up cell count	MT stabilize HCS	MT stabilize HCS Hoechst-high %	MT stabilize HCS cytotoxicity %	Hep lipid drop	Hep lipid drop cells 6.5 µM	human PMI inhibition	T cell modulator	T cell modulator vesicle-bound %	Autophagy HCS	Autophagy HCS cell loss 18 h	PMI inhibition	bCat nuc transl	bCat nuc transl cell count 5 µM	TNAP activators
CC(C)(C)OC(=O)NC(CCNC=C1C(=O)OC(C)(C)OC1=O)C(=O)O (stereo not given)	0.68	1139	3.3	1.6	6.2	7	710	0%	i	39	i	-2	-5%	-1.3	1066	1.1
CCc1nc(N[C@@H](CC(C)C)C(=O)O)c2oc3ccccc3c2n1	0.38	1608	4.1	2.0	2.4	nt	nt	5%	i	13	i	1	-1%	-1.0	1319	1.1
CCOC(=O)/C(N=Nc1sc(C(=O)OCC)c(C)c1C(=O)OCC)=C(\C)O	-0.72	1357	2.5	3.6	6.0	0	531	13%	i	50	i	-10	-4%	-0.7	1072	1
